Screening data from PubChem.
Tb PFK inh – blocks T. brucei phosphofructokinase | O15648 | T. brucei PFK, ADP-Glo luminescence | Potency, µM (titrated, usually from 57.5 µM), without a hit: at the highest dose activity, negative = inhibition, actives largely listed as inhibitors | actives 0.17% (n = 330,000) | AID 485367;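 note: potency is the fitted concentration of half-maximal effect; 0% = uninhibited 1x PFK enzyme wells and -100% = no-enzyme wells; nearly all actives have a fitted effect of over 60% in size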
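1.25 nM PFK with 0.5 mM F6P and 0.1 mM ATP in 0.1 M TEA pH 8.0, 5 mM MgCl2, incubated 45 min at room temperature; ADP measured by ADP-Glo luminescence; compounds titrated up to 57 uM.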
Eya2 phos inh – inhibitors of human Eya2 phosphatase activity; O00167; recombinant Eya2, OMFP fluorescence dephosphorylation (OMFP is methylfluorescein phosphate); actives 0.006% (n = 330,000); Potency, µM (series often up to 76.9 µM), for inactives: at the highest dose activity, negative = inhibition, usual class: inhibitors; note: potency is the fitted concentration of half-maximal effect; % is set by controls: 0 for no effect and ±100 for the full control effect
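Eya2 (0.2 uM) preincubated 10 min at ambient with compound, then OMFP substrate added at 50 uM; 10 min reaction in 50 mM HEPES pH 7.5, 50 mM NaCl, 5 uM MgCl2, 0.05% BSA, 1 mM DTT. Fluorescence read at Ex 485/Em 525 nm.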
ELG1 repair inh – inhibitors of ELG1-dependent DNA repair in HEK293T cells | HEK293T ELG1-luciferase reporter, luminescence, 16 h; DNA damage induced by 5-fluorouridine | Potency, µM (series often up to 46.1 µM), for inactives: at the highest dose activity change, negative = inhibition, most hits filed as inhibitors | actives 2.3% (n = 330,000); note: potency is the fitted concentration of half-maximal effect; % is set by controls: 0 for no effect and ±100 for the full control effect; nearly all actives have a fitted effect of over 55% in size
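HEK293T cells expressing luciferase-tagged ELG1 (2,000/well) received 5-Fluorouridine plus compound or DMSO for 16 hr at 37 °C. Luciferase was read by ONE-Glo luminescence after 30 min at room temperature.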
BCR signal inh – inhibitors of chronic active B-cell receptor signaling; ABC-DLBCL IkBa-CBG/CBR reporter, luminescence ratio, 4 h; Potency, µM (series often up to 46.1 µM), for the others: at the highest dose ratio change, negative = lower green/red ratio, usual class: inhibitors; actives 0.05% (n = 340,000); AID 493014; active = well fitted inhibition curve with a large enough effect in the signal ratio, with a control signal flat, not every such curve was filed as active; inconclusive = small, poorly fitted or top-dose-only effect, or effect the other way, or a change in a side signal; the % refers to the signal ratio;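 note: potency is the fitted concentration of half-maximal effect; plate controls were basal doxycycline-induced cells for no effect and cells given 10 µM MG132 for full effect; MG132 reads +100%, hits lower the ratio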
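Cell line TMD8 (human ABC DLBCL), stably expressing tet-inducible CBG68-IkBa fusion and CBR; IMDM/0.5% FBS; cpd up to 46 uM; dox induction, 4 h, 37C/5% CO2; dual luminescence; green/red ratio; MG132 control.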
A-T KAP1 phos – potential ataxia-telangiectasia treatment | actives 0.19% (n = 320,000) | AID 485349 | Potency, µM (highest dose often 57.5 µM), for the others: at the highest dose activation, hits mostly activators | […] A-T fibroblasts, KAP-1 phosphorylation AlphaLISA; neocarzinostatin DNA damage 30 min before lysis; note: potency is the fitted concentration of half-maximal effect; % of control where 0% means no effect; nearly all actives have a fitted effect of over 45% in size
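hTERT-immortalized A-T patient fibroblasts ([…]), 500 cells/well in OPTI-MEM, 1% FBS, got compounds for 60 min, then NCS for 30 min at 37C. Lysates were then assayed for phospho-KAP-1 by AlphaLISA (anti-pKAP1 donor, anti-KAP1 acceptor beads), 6 hr at 25C.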
Integrin act MD – integrin-mediated muscular dystrophy alleviation activation. alpha7betagal myoblasts, beta-gal FDG fluorescence, 48 h. Potency, µM (top dose mostly 38.3 µM), for inactives: top-dose activation, usual class: activators. actives 0.064% (n = 350,000);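 note: potency is the fitted concentration of half-maximal effect; 100% = response of the positive control SU9516; nearly all actives have a fitted effect of over 60% in size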
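Alpha7betagal+/- myoblasts (passage 13) were plated 16-24 hr, then exposed to compounds (1:260 dilution of DMSO stock) for 48 hours at 37C. After MPER lysis, β-galactosidase reporter activity was read as FDG fluorescence (ex 480/em 540) after 30 minutes.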
PTAP TSG101 blk – blocks PTAP/TSG101 interaction to inhibit HIV-1 budding. Potency, µM (titrated, usually from 115 µM), without a hit: at the highest dose activity change, negative = inhibition, usual class: inhibitors. Fluorescence polarization, FITC-PTAP peptide / Tsg101 binding. Q99816. 340,000 tested, under 10 active; active = well fitted inhibition curve with a large enough effect in the main read-out, with a control signal flat, not every such curve was filed as active; inconclusive = small, poorly fitted or top-dose-only effect, or effect the other way, or a change in a side signal; inactive = no such curve, though single readings can be large or run the other way; note: potency is the fitted concentration of half-maximal effect; % of control where 0% means no effect
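Fluorescence polarization binding of Tsg101 binding domain (10 uM final) to FITC-labeled PTAP peptide (50 nM final) in HEPES pH 7.5 buffer with NaCl, Tween 20, EDTA, TCEP. Compounds added before peptide; binding 20 min at RT.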
TCR act – activates T cell receptor signaling. AID 504894. primary human leukocytes, anti-CD3, IL-2 HTRF, 48 h. 330,000 tested, under 10 active. Potency, µM (doses to about 9.22 µM), inactives show at the highest dose activation of IL-2 secretion, most hits filed as activators; note: % of control where 0% means no effect
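Human primary leukocytes + a-CD3 beads + cpd, 48 hr; IL-2 in supernatant by HTRF (ex 320nm / em 665nm). No co-stimulatory signal supplied.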
TSHR antagonist – blocks TSH signaling through the human TSH receptor | TSHR-expressing cells, TSH-stimulated cAMP HTRF, 2 h; active compounds read low | activity change, negative = inhibition, % at 11.5 µM | actives 0.2% (n = 330,000);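 active = activity change below a set negative limit, meaning inhibition stronger than a set level, cut at about -70% in these data; inconclusive = activity change between two set negative limits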; note: % is set by controls: 0 for no effect and ±100 for the full control effect
Target sequence (P16473 whole entry, looked up): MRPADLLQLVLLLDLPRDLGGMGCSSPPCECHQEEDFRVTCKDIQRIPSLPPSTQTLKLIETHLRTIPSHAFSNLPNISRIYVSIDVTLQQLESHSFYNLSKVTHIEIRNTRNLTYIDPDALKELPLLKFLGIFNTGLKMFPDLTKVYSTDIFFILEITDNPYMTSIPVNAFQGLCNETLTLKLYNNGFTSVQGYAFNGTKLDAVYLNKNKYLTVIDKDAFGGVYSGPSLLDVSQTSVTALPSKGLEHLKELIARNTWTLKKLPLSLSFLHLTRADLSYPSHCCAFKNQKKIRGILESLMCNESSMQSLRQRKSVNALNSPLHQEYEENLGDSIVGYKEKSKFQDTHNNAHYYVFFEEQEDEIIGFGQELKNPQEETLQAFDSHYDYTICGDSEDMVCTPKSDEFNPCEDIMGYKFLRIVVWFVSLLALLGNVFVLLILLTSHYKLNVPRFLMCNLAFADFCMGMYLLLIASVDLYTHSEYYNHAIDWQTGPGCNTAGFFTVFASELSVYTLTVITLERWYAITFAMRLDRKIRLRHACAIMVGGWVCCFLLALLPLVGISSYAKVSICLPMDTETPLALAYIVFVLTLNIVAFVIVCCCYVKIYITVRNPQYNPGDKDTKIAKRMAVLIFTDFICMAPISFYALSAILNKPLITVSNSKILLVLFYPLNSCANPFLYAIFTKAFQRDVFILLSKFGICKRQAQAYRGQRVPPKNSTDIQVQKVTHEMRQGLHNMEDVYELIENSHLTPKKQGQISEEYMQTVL
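Inhibition of cAMP made by TSHR-expressing cells under TSH stimulation (4nM final, EC80; 2 h, 37 deg C) is quantified with a one-step lysis HTRF kit, anti-cAMP cryptate versus cAMP-d2.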
Mito fusion yeast – inhibitors of mitochondrial division or activators of mitochondrial fusion | S. cerevisiae fusion-defective mutant growth rescue, CellTiterGlo 48 h | Potency, µM (series often up to 46.1 µM), for inactives: top-dose growth rescue (activation), actives largely listed as activators | actives 0.23% (n = 320,000) | AID 485298;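 note: potency is the fitted concentration of half-maximal effect; % of control where 0% means no effect; nearly all actives have a fitted effect of over 45% in size; temperature-sensitive fusion mutants such as fzo1-1 at 37 °C on non-fermentable ethanol glycerol medium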
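Yeast fusion mutant, YPEG (non-fermentable carbon), compound, 48 h at 37C non-permissive; CellTiterGlo added, 10 min RT, luminescence read. Rescued growth = division inhibition.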
S-ASM inh – inhibitors of human secretory acid sphingomyelinase; actives 0.006% (n = 340,000); P17405; placental ASM, HMU-PC fluorogenic substrate, 60 min; Potency, µM (titrated, usually from 57.5 µM), for the others: at the top dose activity change, negative = inhibition, most hits filed as inhibitors; note: potency is the fitted concentration of half-maximal effect
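HMU-PC0 cleavage (9 uM final) by human placental ASM, 60 min at 37 °C following 10 min compound exposure at RT; stopped at pH 10, fluorescence Ex 386/Em 447 nm.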
Starred values were filed as active, the others as inactive; ? = inconclusive; / = not tested or not shown; [ ] = another dose, or the depositor's remark. Unless noted, calls come from the whole dose curve; as a rule, active = well fitted curve in the direction sought with a large enough effect; inconclusive = small, poorly fitted or top-dose-only effect, or another doubt; inactive = no such curve, though single readings can be large; an effect the other way counts as inactive or inconclusive.

SMILES | Tb PFK inh | Eya2 phos inh | ELG1 repair inh | BCR signal inh | A-T KAP1 phos | Integrin act MD | PTAP TSG101 blk | TCR act | TSHR antagonist | Mito fusion yeast | S-ASM inh
Cc1ccc(C(CNC(=O)c2ccc(Br)o2)N2CCN(C)CC2)cc1 (configuration not stated) | 0% | -3% | 18% | -8% | 1% | -18% | -3% | 4% | 3 | -4% | -1%
CCOc1ccc2nc(NC(=O)C3CCCN(S(=O)(=O)c4cccs4)C3)sc2c1 (configuration not stated) | -1% | -2% | ? | 5% | 4% | -17% | 0% | 0% | -13 | 25% | -9%
O=C(O)CN1C(=O)/C(=C\c2cccc(OCc3ccc(F)cc3)c2)SC1=S | -16% | 14% | 0% | ? | -4% | 14% | -4% | 0% | -15 | -1% | -15%
Cc1ccc(NC2c3ncccc3C(=O)N2Cc2ccc(F)cc2)cc1 (configuration not stated) | -3% | 0% | 3% | 12% | 0% | -13%[7.66 µM] | -5% | / | -12 | 5% | -4%
CC(C)(C)OC(=O)NCCCC[C@H](NC(=O)c1nc[nH]c1C(=O)N1CCN(c2ccccc2)CC1)C(=O)OC(C)(C)C | -3% | -13% | 21µM* | ? | -23% | 12% | -20% | 4% | -5 | 14% | 6%
CCn1c(SCC(=O)NNC(=O)c2ccccc2)nnc1-c1ccncc1 | 2% | 11% | 8% | -23% | 3% | -14%[7.66 µM] | 1% | 9% | 3 | -3% | -2%
CCOC(=O)C1=C(C)Nc2nc(C)nn2C1c1ccc(OC)c(OC)c1 (configuration not stated) | 0% | -3% | 29% | 0% | 11% | -1% | 3% | -15% | -2 | 0% | 7%
COC(=O)CSc1nc(Cc2ccccc2)nc2ccccc12 | 2% | -4% | 4% | ? | 4% | 0% | 0% | -5% | -4 | 15% | -15%
COc1ccccc1CCc1nnc(CCC(=O)NCCOc2cccnc2)o1 | -5% | 0% | 10% | -9% | 4% | 9% | -2% | -2% | -2 | -1% | 2%
CCOC(=O)N1CCN(C(=O)c2ccc3c(c2)sc2nc(-c4ccc(OC)cc4)cn23)CC1 | -3% | 12% | ? | 5% | 17% | -34%[inhibitor] | -1% | -2% | 11 | 0% | -15%
O=C(c1cccc(S(=O)(=O)N2CCCCC2)c1)N1CCOCC1 | 1% | -4% | 1% | 0% | 1% | 4% | 2% | 0% | -7 | -4% | -7%
Cc1csc(NC(=O)CSc2ccc(-c3ccccc3)nn2)n1 | 5% | -1% | / | ? | 2% | ? | -2% | 7% | -5 | -4% | 1%
CCCNC(=O)[C@H](Cc1c[nH]c2ccccc12)NC(=O)c1ccccc1Cl | 0% | 6% | ? | -6% | 9% | -12% | 0% | 1%[46.1 µM] | -8 | 0% | 1%
Cc1coc2c(C)c3oc(=O)c(CC(=O)N[C@@H](CC(C)C)C(=O)O)c(C)c3cc12 | -4% | -7% | 11% | ? | -4% | -12% | -3% | 3% | 0 | -3% | 14%
O=C(NCc1ccco1)c1c(O)c2cccc3c2n(c1=O)CCC3 | 1% | 4% | 1% | 3% | 1% | 9% | 5% | -31% | 4 | -6% | 0%
Cc1ccc(C(=O)NCC(=O)O)s1 | 4% | 14% | 2% | 6% | -1% | -27% | -8% | / | 7 | -1% | 2%
Cc1ccc2c(COC(=O)CNS(=O)(=O)c3ccccc3)cc(=O)oc2c1 | 5% | 2% | ? | 1% | 2% | 12% | 3% | 0% | -1 | / | 0%
CCN(CC)CCOCCOc1ccccc1F | 3% | -10% | -7% | -2% | / | -12% | -9% | 0% | 10 | -1% | 4%
CCS(=O)(=O)Nc1ccc(-c2cc(-c3ccccc3)c3cc(C)ccc3n2)cc1 | -6% | -3% | ? | 18% | 24% | 21% | -2% | -2%[46.1 µM] | 36 | -37%[inhibitor] | 4%
COc1ccc(NC(=O)CN2CCC3(O)CCCCC3C2c2ccccc2OC)cc1 (configuration not stated) | 2% | -12% | ? | 11% | 2% | / | / | / | -2 | -9% | /
C/C(=N\N=C(N)N)c1cccc([N+](=O)[O-])c1 | -13% | -8% | 5% | -3% | 3% | -23% | -1% | 2%[46.1 µM] | 17 | 5% | 1%
COc1ccc(NC(=S)N(CCCN2CCCC2)Cc2cccs2)cc1 | 4% | -10% | 4% | ? | -2% | 10% | 1% | -10%[46.1 µM] | 10 | -2% | 0%
c1ccc(-c2ccc(-c3nc(-c4cccnc4)no3)cc2)cc1 | -3% | -2%[15.4 µM] | ? | ? | 27% | -6% | 1% | 5% | -27 | 1% | -2%
COc1ccccc1C1CC(=O)NC(C)=C1C(=O)OCC(C)C (configuration not stated) | 3% | -16% | -16% | -1% | 0% | -24% | -1% | 10% | -3 | 7% | -1%
Cc1cc(C)cc(NC(=S)NC2CC3CCC(C2)N3Cc2ccco2)c1 (configuration not stated) | -2% | 16% | 4% | ? | -3% | -22% | -7% | 4% | 8 | -4% | 0%

Taken from above.
In BCR signal inh, CCOC(=O)N1CCN(C(=O)c2ccc3c(c2)sc2nc(-c4ccc(OC)cc4)cn23)CC1 has 5%
In TSHR antagonist, O=C(NCc1ccco1)c1c(O)c2cccc3c2n(c1=O)CCC3 has 4
In TSHR antagonist, COc1ccccc1C1CC(=O)NC(C)=C1C(=O)OCC(C)C (configuration not stated) has -3
In ELG1 repair inh, Cc1ccc(C(CNC(=O)c2ccc(Br)o2)N2CCN(C)CC2)cc1 (configuration not stated) has 18%

Further results.
SMILES | Tb PFK inh | Eya2 phos inh | ELG1 repair inh | BCR signal inh | A-T KAP1 phos | Integrin act MD | PTAP TSG101 blk | TCR act | TSHR antagonist | Mito fusion yeast | S-ASM inh
O=C(NCc1ccc(Cl)cc1)c1cc2ccccn2n1 | -17% | -4% | ? | ? | -9% | 15% | 1% | -1% | 9 | -3% | 9%
COc1ccc(NC(=O)Cn2nnc(-c3ccccc3NS(=O)(=O)c3ccc(OC)cc3)n2)cc1 | 0% | 0% | ? | ? | 3% | -15% | 0% | 0%[46.1 µM] | 6 | 5% | 4%
CC(C)(C)OC(=O)N1CCC(c2c(C(=O)N3CCN(C4CCCCC4)CC3)cnn2-c2ccccc2)CC1 | 0% | 2% | -14% | 0% | 9% | 0% | -3% | -1% | 2 | 0% | 0%
CCOP(=O)(c1ccccc1)C(O)c1ccc(F)cc1 (configuration not stated) | -3% | -1% | -6% | 2% | -1% | 17% | -3% | 1%[46.1 µM] | 2 | -5% | 2%
O=C(Nc1ccccc1N1CCOCC1)C1=COCCO1 | -1% | -16% | 1% | -3% | -4% | 0% | -3% | -1% | 2 | 6% | 8%
CC(=O)c1cccc(NC(=O)N2CCC(c3nnc(SCC(N)=O)n3C)CC2)c1 | 6% | 10%[15.4 µM] | 4% | -1% | -10% | -13% | 0% | -2% | 6 | -3% | 1%
COc1ccccc1[C@@]1(C)ON(c2ccccc2C(F)(F)F)C1=O | 0% | -24% | 18µM* | 1% | 1% | -9% | -5% | -1% | -4 | -45%[inhibitor] | -9%
COc1ccc(CC(=O)NCc2n[nH]c(=S)n2-c2ccc(F)cc2)cc1 | -2% | -9% | 9% | 5% | 2% | 9% | -5% | 0% | 4 | 2% | -3%
CC(=O)N(Cc1ccccc1)c1ccc(C(=O)O)cc1 | -5% | 8% | 4% | 2% | 3% | 12% | -1% | 8% | 10 | -4% | 2%

Full records as entered above. Screens in order: Tb PFK inh	Eya2 phos inh	ELG1 repair inh	BCR signal inh	A-T KAP1 phos	Integrin act MD	PTAP TSG101 blk	TCR act	TSHR antagonist	Mito fusion yeast	S-ASM inh
COc1ccc(CC(=O)NCc2n[nH]c(=S)n2-c2ccc(F)cc2)cc1 is entered as -2%	-9%	9%	5%	2%	9%	-5%	0%	4	2%	-3%
O=C(NCc1ccc(Cl)cc1)c1cc2ccccn2n1 is entered as -17%	-4%	?	?	-9%	15%	1%	-1%	9	-3%	9%
